From PubChem
Glioma ERSR ind = qHTS for Inducers of the Endoplasmic Reticulum Stress Response (ERSR) in Human Glioma: qHTS; Potency, µM, without a hit: at the top dose activation, hits mostly activators; hit rate 0.02% among 420,000; U87-MG GRP78 promoter luciferase reporter, 16 h; AID 602332, 2012; note: potency is the fitted concentration of half-maximal effect; series mostly up to about 76 µM; % of control where 0% means no effect; nearly all actives have a fitted effect of over 35% in size
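Stably transfected U87-MG glioma cells carrying a GRP78-based luciferase sensor; 16 h compound incubation. Luminescence end-point read 10 min after Bright-Glo addition at room temperature.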
D1 PAM = Potentiators of Human D1 Dopamine Receptor: qHTS; hit rate 0.036% among 360,000; HEK293 TREx D1 cells, calcium flux, dopamine EC20 potentiation; D(1A) dopamine receptor (Homo sapiens), P21728; potentiation, % at 10 µM; in the data active = potentiation above about 30%; note: 0% is about no effect
RXFP1 agonist = qHTS Assay for Agonists of the Relaxin Receptor RXFP1. Potency, µM (doses to about 57.5 µM), for the others: at the top dose activation, usual class: activators. AID 2676, 2010. HEK293T-RXFP1 cAMP TR-FRET, 30 min; response scale: percent of porcine relaxin response, buffer zero. hit rate 0.3% among 370,000. Relaxin receptor 1 (Homo sapiens), Q9HBX9; note: potency is the fitted concentration of half-maximal effect; % is set by controls: 0 for no effect and ±100 for the full control effect; nearly all actives have a fitted effect of over 60% in size; many of its hits are not listed in these tables
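HEK293 cells stably expressing RXFP1, treated 30 min at 37C with compounds plus PDE4 inhibitor Ro 20174; cAMP measured by HTRF TR-FRET. Normalized to buffer and 29 nM porcine relaxin; EC50 by Hill fit.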
Vif-A3G inh = qHTS for Inhibitors of Vif-A3G Interactions: qHTS; DNA dC->dU-editing enzyme APOBEC-3G (Homo sapiens), Q9HC16; HeLa A3G-eYFP + Vif (tagged APOBEC3G with the HIV-1 protein that degrades it), YFP fluorescence, overnight; Potency, µM (top dose mostly 46.1 µM), for inactives: top-dose activity, negative = active, hits mostly inhibitors; hit rate 0.076% among 410,000;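 note: potency is the fitted concentration of half-maximal effect; % is set by controls: 0 for no effect and ±100 for the full control effect; nearly all actives have a fitted effect of over 60% in size; hits raise eYFP signal because A3G escapes Vif-driven loss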
Target sequence (Q9HC16 whole entry, looked up): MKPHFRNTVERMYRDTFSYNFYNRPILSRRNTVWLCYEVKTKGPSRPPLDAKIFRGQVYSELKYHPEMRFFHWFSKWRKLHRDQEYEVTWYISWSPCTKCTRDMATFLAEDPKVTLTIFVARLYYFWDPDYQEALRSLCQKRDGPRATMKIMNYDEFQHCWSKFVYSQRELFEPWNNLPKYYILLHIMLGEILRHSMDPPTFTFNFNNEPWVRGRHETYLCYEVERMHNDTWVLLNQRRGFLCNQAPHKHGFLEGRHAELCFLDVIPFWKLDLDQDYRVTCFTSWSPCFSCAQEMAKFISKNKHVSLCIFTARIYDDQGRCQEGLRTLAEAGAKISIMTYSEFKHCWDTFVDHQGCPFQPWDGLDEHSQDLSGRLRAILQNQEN
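Read-out is eYFP fluorescence (Ex 488/Em 500-530) from Vif-expressing HeLa A3G-eYFP cells; more signal means A3G escaped Vif-mediated degradation. Cells plated overnight, compound pinned in, incubated overnight at 37 deg C.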
D1 antagonist = Antagonist of Human D 1 Dopamine Receptor: qHTS; D(1A) dopamine receptor (Homo sapiens), P21728; activity change, negative = inhibition, % at 10 µM; HEK293 TREx D1 cells, calcium flux, dopamine EC80; hits give low values; hit rate 3.2% among 360,000; in the data active = activity change below about -30%; note: % is set by controls: 0 for no effect and ±100 for the full control effect
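Antagonism measured as reduced calcium response to an EC80 dopamine addition following 180 s compound pre-read; cells were inducible HEK293 Trex D1 plated overnight at 30 C, read kinetically at 1 cycle/sec.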
LDHA inh = qHTS assay for inhibitors of human lactate dehydrogenase; L-lactate dehydrogenase A chain (Homo sapiens), P00338; purified LDHA, NADH/diaphorase-resazurin fluorescence; hits give low values; activity change, % (values are at about 110 or 230 µM); hit rate 0.15% among 480,000; AID 1347041, 2019; in the data active = activity change below about -30%; inconclusive = mostly about -25% to -30%;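 note: plate controls were DMSO wells for no effect and wells without enzyme for full effect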
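Enzyme activity of human lactate dehydrogenase 5 (2 nM; 0.06 mM NADH, 0.2 mM pyruvate, 5 min, RT) is measured via a resazurin/diaphorase fluorescence readout of residual NADH.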
D2 PAM = HTS Assay for Positive Allosteric Modulators of the Human D2 Dopamine Receptor: Primary Screen for Potentiators. D(2) dopamine receptor (Homo sapiens), P14416. HEK293 T-REx D2, calcium flux, EC20 dopamine potentiation. potentiation, % at 10 µM. hit rate 0.34% among 340,000;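 active = potentiation over 3 SD above the plate norm, cut at about 30% in these data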; note: 0% is about no effect
Target sequence (P14416 whole entry, looked up): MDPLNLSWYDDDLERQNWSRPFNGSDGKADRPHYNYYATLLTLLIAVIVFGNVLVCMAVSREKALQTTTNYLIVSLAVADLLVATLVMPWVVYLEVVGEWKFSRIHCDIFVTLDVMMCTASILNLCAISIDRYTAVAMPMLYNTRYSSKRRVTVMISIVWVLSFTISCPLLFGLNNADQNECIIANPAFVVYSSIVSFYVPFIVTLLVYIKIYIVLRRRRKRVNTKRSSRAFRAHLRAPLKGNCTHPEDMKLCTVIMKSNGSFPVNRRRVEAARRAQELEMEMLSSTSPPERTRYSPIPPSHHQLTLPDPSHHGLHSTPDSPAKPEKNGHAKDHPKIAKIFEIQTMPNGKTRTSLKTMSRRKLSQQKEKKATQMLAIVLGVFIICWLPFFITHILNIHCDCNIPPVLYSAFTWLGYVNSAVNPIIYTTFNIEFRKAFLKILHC
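Cells plated with tetracycline inducer and held overnight at 30 C; calcium dye loaded 30–90 min at room temperature; baseline taken, compound added and read 180 s; EC20 dopamine then added and read 180 s.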
Vif-APOBEC3F blk = qHTS for Inhibitors of Vif-A3F Interactions: qHTS; HeLa A3F-eYFP + Vif (tagged APOBEC3F with the HIV-1 protein that degrades it), YFP fluorescence increase; Potency, µM (series often up to 46.1 µM), without a hit: top-dose activity, negative = active; hit rate 0.2% among 390,000; AID 602313, 2012; note: potency is the fitted concentration of half-maximal effect; % of control where 0% means no effect; nearly all actives have a fitted effect of over 65% in size
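Fluorescence increase (Ex 488/Em 500-530) after overnight compound treatment at 37 deg C flags inhibition of Vif-driven A3F-eYFP loss in stable HeLa A3F-eYFP/Vif cells seeded overnight beforehand.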
D1 ag = Allosteric Agonists of the Human D1 Dopamine Receptor: qHTS. D(1A) dopamine receptor (Homo sapiens), P21728. HEK293 T-REx D1 cells, calcium flux, agonist mode. hit rate 1% among 360,000. activation, % at 2 µM. AID 504660, 2011; in the data active = activation above about 30%; note: 0% is about no effect
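Tetracycline-induced HEK293 TREx D1 cells, force-coupled to calcium signalling, were dye-loaded with a no-wash calcium kit. Compound was pin-added after a 10 s baseline. Fluorescence was read kinetically at 1 cycle/s for 180 s, with calcium rises flagged as agonism.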
The depositor's hits bear a star; ? = inconclusive; / = no result given; & = joins results of further samples. Unless noted, calls come from the whole dose curve; as a rule, active = well fitted curve in the direction sought with a large enough effect; inconclusive = small, poorly fitted or top-dose-only effect, or another doubt; inactive = no such curve, though single readings can be large; an effect the other way counts as inactive or inconclusive.

compound	Glioma ERSR ind	Vif-A3G inh	LDHA inh	D1 PAM	D1 ag	RXFP1 agonist	Vif-APOBEC3F blk	D2 PAM	D1 antagonist
Cc1ccc2cccc(NC(=O)COc3ccccc3Cl)c2n1	2%	-5%	-3	0	0	-1.2%	-3%	6	-16
Cn1ccnc1C(=O)c1ccc(NN)c([N+](=O)[O-])c1	4%	3%	-4	-4	0	1.5%	1%	5	-2
COc1ccc(C(=O)NC2c3ccccc3-c3ccccc32)cc1	-2%	-8%	0	4	1	6.3%	-1%	-1	-1
Cc1cc(C)c(C#N)c(N2CCCC(C(N)=O)C2)n1 (centres undefined)	-4%	-1%	-5	3	0	0.8%	4%	1	15
CC[C@@]1(C(=O)OC)N[C@H](CN(C)C(=O)Nc2ccc(C(F)(F)F)cc2)[C@@H]2C(=O)N(Cc3ccccc3)C(=O)[C@@H]21	-2%	3%	2	/	/	/	3%	/	/
CO/N=C/NC(=O)c1c(OC)ccnc1Oc1ccc(F)cc1	-3%	0%	1	-3	2	1.1%	-7%	4	8
CCCNC(=O)N1CCN(C(c2ccccc2)c2ccccc2)CC1	-7%	-3%	2	4	4	-1.3%	2%	-14	-6
COCCCN1C(=O)C(O)=C(C(C)=O)C1c1ccccn1 (centres undefined)	-3%	1%	1	-4	2	0.0%	-6%	-4	-14
Cc1ccccc1C(=O)Nc1ccccc1OCc1cc(=O)n2ccccc2n1	-3%	-8%	-3	-1	-1	23%	-3%	-6	17
Cc1nc(SCC(=O)Nc2c(C)n(C)n(-c3ccccc3)c2=O)nc(C)c1C	-4%	-1%	-8	-3	2	3.7%	-3%	10	-7
COc1ccc(NC(=O)C(=O)NCC(c2ccco2)N2CCc3ccccc3C2)cc1OC (centres undefined)	-5%	0%	-1	-15	3	1.4%	2%	3	5
CC1CCCN(C(=O)Cn2ncc3c([nH]c4ccccc43)c2=O)C1 (centres undefined)	-6%	0%	-2	-2	0	2.3%	1%	-9	13
O=C(Cc1cc(=O)[nH][nH]1)N/N=C/C=C/c1ccccc1	16%	-27%	-4	-2	3	0.3%&0.5%	6%	-5	-7
CCOC(=O)C(Sc1nnc(-c2ccncc2)o1)C(C)=O (centres undefined)	3%	0%	5	-14	-1	2.4%	0%	0	6
Cc1ccc(C(=O)N(CC(=O)NC2CCCCC2)c2ccccc2F)s1	-2%	-2%	-3	-4	2	3.2%	-16%	12	-5
COc1ccc(-n2c(=O)c3c(C)c(C)sc3n(Cc3cccc(F)c3)c2=O)c(OC)c1	-1%	-1%	0	-2	2	-0.8%	3%	-8	-26
CC(C)CC1(C(=O)NCc2ccccn2)C=CCN1C(=O)c1ccccc1 (centres undefined)	3%	3%	-3	-5	-5	4.8%	1%	9	-14
Cc1cc(C(=O)Nc2ccc(S(=O)(=O)Nc3onc(C)c3C)cc2)c(C)o1	0%	-6%	-3	-1	1	4.1%	7%	7	9
COC(=O)C[C@H]1C[C@@H]2c3cc(NS(=O)(=O)c4cccc(OC)c4)ccc3O[C@@H]2[C@@H](CO)O1	0%	3%	2	/	/	/	-1%	/	/
O=C(Nc1cc(-c2nn(CC(=O)N3CCCCC3)c(=O)c3ccccc23)ccc1N1CCOCC1)c1ccc(Cl)cc1	-3%	1%	-9	2	3	0.9%	-3%	6	-4
Cc1nc(C(=O)NC2CC2)sc1C1(C)CC(c2ccccc2)=NO1 (centres undefined)	3%	2%	5	-5	5	0.4%	-1%	2	16
CNC(=O)CSc1nnc(-c2ccco2)n1-c1ccccc1	-2%	-5%	-4	1	2	0.5%	-11%	8	-11
O=C(Nc1ccc(N2C(=O)C3C4C=CC(C4)C3C2=O)cc1Cl)c1cccs1 (centres undefined)	2%	1%	-4	-1	3	6.4%	-5%	3	4
COc1ccccc1-n1c(SCC(=O)NC2CCS(=O)(=O)C2)nc2ccccc2c1=O (centres undefined)	-4%	2%	-11	2	1	-0.9%	9%	2	11
O=c1c(/C=C(\O)c2ccccc2)nc2ccccc2n1-c1ccccc1	0%	-21%	-3	4	169*	0.0%	?	-6	3
Cc1ccccc1-n1c(=O)c2ccccc2n2cnnc12	7%	2%	0	-1	0	1.8%	2%	9	/
COc1ccc(NC(=S)NNc2ccc([N+](=O)[O-])cc2S(=O)(=O)Nc2ccc(C)cc2C)cc1	-5%	-5%	-7	-10	1	-0.8%	16%	/	-4
Cc1ccc(S(=O)(=O)N(CCc2ccccc2)c2ccc3c(c2)C2CC3CCN2C(=O)OCc2ccccc2)cc1 (centres undefined)	-6%	0%	?	/	/	/	-6%	/	/
CCCc1cnc2c(c1SCC(=O)Nc1cccc(C)c1C)c(=O)n(C)c(=O)n2C	-1%	2%	-1	4	-2	-0.7%	4%	2	/
Cn1c(Cc2ccc3c(c2)OCO3)nnc1SCC(=O)NC(C)(C)C	-3%	0%	-1	-1	-2	1.5%	2%	-1	25
COc1ccc2c(C(=O)CN3CC(C)OC(C)C3)c[nH]c2c1 (centres undefined)	3%	-1%	-6	-7	3	0.6%	6%	-2	2
Cc1ccc(C)c(/C=N/Nc2nc3ccccc3c(=O)n2O)c1	-1%	1%	-4	-2	2	3.8%	3%	11	7
COc1ccc(/C=N/N=C(\N)c2nonc2N)cc1	-12%	-15%	1	0	0	-0.1%	-18%	-5	5
COc1ccccc1N1CCN(C(=O)c2ccccc2SCC(=O)NCc2ccco2)CC1	-5%	-2%	-7	6	0	2.6%	1%	8	1
Cc1ccc(S(=O)(=O)N2CCCC2C(=O)Nc2nc3ccccc3s2)cc1 (centres undefined)	-4%	-1%	3	-4	1	0.7%	6%	-7	-13
O=C(c1ccccc1)c1ncc[nH]1	3%	-6%	1	-3	3	0.5%	2%	5	5

Ordered by the number under D2 PAM (ascending): three from the list above.
Structure	D2 PAM
Cc1ccc(S(=O)(=O)N2CCCC2C(=O)Nc2nc3ccccc3s2)cc1 (centres undefined)	-7
COc1ccc(/C=N/N=C(\N)c2nonc2N)cc1	-5
CCCc1cnc2c(c1SCC(=O)Nc1cccc(C)c1C)c(=O)n(C)c(=O)n2C	2

(next part)
compound	Glioma ERSR ind	Vif-A3G inh	LDHA inh	D1 PAM	D1 ag	RXFP1 agonist	Vif-APOBEC3F blk	D2 PAM	D1 antagonist
Cn1c(=O)c2cc(C(=O)NC3CCCCCC3)sc2c2ccccc21	-1%	?	-3&-4	-2	2	?	4%	-3	-28
COc1ccc(Cn2c(=O)[nH]c3cc(C(=O)NC4CCCC4)ccc3c2=O)cc1	-4%	0%	-4	2	0	2.6%	1%	2	11
O=C(O)c1ccc(/C=C2\SC(=S)N(NC(=O)c3ccccc3)C2=O)cc1	-2%	4%	-2	0	5	6.2%	1%	9	-8
O=C(Nc1ccc(Cl)cc1)N1CCN(Cc2ccc3c(c2)OCO3)CC1	6%	3%	-3	-7	7	0.8%	0%	-10	1
Cc1ccccc1OCc1nnc(SCc2cc(=O)[nH]c3ccccc23)o1	-2%	-1%	-5	5	1	-1.4%	-9%	2	3
CC(C)COc1ccc(C(=O)Nc2ccc(SC(F)F)cc2)cc1	6%	0%	0	-3	3	0.9%	-3%	-6	-19
O=C(O)c1cccc(N=NN2CCOCC2)c1	-2%	1%	-1	-1	0	2.6%	7%	2	-7
Cc1cc(C)c(NC(=O)c2c[nH]c(=S)n2-c2ccc(F)cc2)c(C)c1	-3%	0%	-2	-2	2	-1.3%	4%	-1	0
COc1ccc(NC(=O)CSc2nnc(-c3cccc(O)c3)o2)cc1	0%	1%	3	-6	0	0.6%	?	/	-11
Cc1cccc(NC(=O)c2nc[nH]c2C(=O)NCCCCCCNC(=O)c2[nH]cnc2C(=O)Nc2cccc(C)c2)c1	-5%	3%	-2	0	0	1.3%	6%	16	/
Cc1ccc(Nc2ccc(C(N)=O)cc2[N+](=O)[O-])cc1	-1%	-2%	-6	-12	2	-1.2%	-5%	15	-47*
C=CCn1c(SCC(=O)O)nnc1-c1ccccc1	-2%	4%	-3	1	1	-0.9%	?	/	3
Cc1ccc(NC(=O)c2c(C)oc3ncnc(N4CCCCC4)c23)cc1Cl	-1%	0%	-1	4	3	0.0%	-6%	2	-1
O=C(Nc1sc2c(c1C(=O)Nc1ccccc1Cl)CCCC2)c1ccccc1F	0%	0%	-4	0	2	?	2%	7	4
CC(=O)Cn1ncc(N2CCOCC2)c(Br)c1=O	1%	4%	-6	-3	1	0.4%	11%	-3	/
O=C(NC(=S)NCc1cccnc1)c1ccccc1F	1%	4%	-4	1	-3	2.2%	-2%	3	-4
CN=C(Nc1ccc(Cl)cc1)c1ccc(C(F)(F)F)cc1	5%	-6%	-3	-4	1	0.6%	-4%	-4	8
COc1ccc(CCCc2nnc(SCc3nc4ccccc4c(=O)[nH]3)n2C)cc1C	-1%	-5%	-4	-5	0	-0.9%	0%	5	13
O=S(=O)(c1ccc(Cl)cc1)N1CCC(c2nc3ccccc3[nH]2)CC1	?	-7%	-3	-5	0	1.5%	3%	2	0
O=C(NN=Cc1ccccc1OC(F)F)c1cccc(S(=O)(=O)N2CCCC2)c1	-4%	-1%	-4	/	/	/	7%	/	/
O=C(CN1CCC(N2CCCCC2)CC1)N1CCCc2ccccc21	-2%	0%	-21	0	3	-0.8%	0%	0	-9
Cc1nn(CC(=O)N2CCCC2)c(=O)c2cc3cc(F)ccc3n12	-2%	0%	-2	0	2	-0.9%	3%	-9	-9

An excerpt (hit frequency here may not be typical).
